Yp Topo-I inh: blocks Yersinia pestis topoisomerase I activity; Y. pestis Topo-I cleavage product accumulation, plate reader; activity, % at 10 µM; hit rate 0.064% among 360,000; AID 504884; in the data active means activity above about 50%, passing the limit was not always enough; inconclusive means no clear call, values can overlap the other calls; further: inactives centre near 2
PriA SSB inh: K. pneumoniae PriA-SSBct interaction inhibition | AlphaScreen SSBct-PriA binding, biotinylated peptide | inhibition, % at 33 µM | hit rate 0.6% among 430,000 | AID 1272365; in the data active means inhibition mostly above about 37%, no sharp cut-off; inactive means mostly below about 20%;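 further: plate controls were negative control peptide for no effect and reference peptide for full effect; strong numbers were not always called active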
Anthrax LF inh2: anthrax lethal factor protease inhibition. hit rate 0.12% among 360,000. P15917. multiplex microsphere protease cleavage assay, LF. inhibition, % at 10 µM; further: plate controls were buffer without enzyme for full effect and enzyme alone for no effect
Target sequence (P15917 whole entry, looked up): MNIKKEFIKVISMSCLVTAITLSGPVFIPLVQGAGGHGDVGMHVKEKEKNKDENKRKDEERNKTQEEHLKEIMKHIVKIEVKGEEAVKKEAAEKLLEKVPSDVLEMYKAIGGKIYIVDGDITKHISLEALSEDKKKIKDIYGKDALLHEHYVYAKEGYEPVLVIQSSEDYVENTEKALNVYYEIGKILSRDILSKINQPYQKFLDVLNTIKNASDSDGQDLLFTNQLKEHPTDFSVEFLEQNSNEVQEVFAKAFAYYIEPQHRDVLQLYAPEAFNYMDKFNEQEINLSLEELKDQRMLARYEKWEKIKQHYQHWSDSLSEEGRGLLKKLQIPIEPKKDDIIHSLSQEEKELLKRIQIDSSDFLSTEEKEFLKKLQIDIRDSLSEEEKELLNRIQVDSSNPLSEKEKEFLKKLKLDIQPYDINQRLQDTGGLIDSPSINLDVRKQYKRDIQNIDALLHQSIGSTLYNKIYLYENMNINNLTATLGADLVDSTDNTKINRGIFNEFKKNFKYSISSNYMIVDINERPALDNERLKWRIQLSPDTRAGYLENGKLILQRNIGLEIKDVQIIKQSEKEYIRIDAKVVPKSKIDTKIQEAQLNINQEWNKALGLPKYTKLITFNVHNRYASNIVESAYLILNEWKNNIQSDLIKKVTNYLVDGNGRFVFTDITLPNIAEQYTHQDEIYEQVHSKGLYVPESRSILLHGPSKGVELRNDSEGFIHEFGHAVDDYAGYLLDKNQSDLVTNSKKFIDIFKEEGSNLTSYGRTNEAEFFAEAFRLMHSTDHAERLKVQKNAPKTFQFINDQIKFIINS
BH1578 lux ind: inducers of Vibrio cholerae quorum light production without autoinducers; V. cholerae BH1578 lux reporter, luminescence, 6 h; activation, % at 18.7 µM; AID 588436; hit rate 0.16% among 350,000; in the data active means activation mostly above about 9.7%, no sharp cut-off; inconclusive means no clear call, values can overlap the other calls; inactive means mostly below about 3.7%; further: not every result past the cut was called active; inactives centre near 0; reference of the scale not given here
3CLpro inhibitor: SARS-CoV 3CLpro protease inhibition; P0C6X7; recombinant SARS-CoV 3CLpro, quenched FRET peptide cleavage; inhibition, % at 6 µM; hit rate 0.14% among 290,000; in the data active means inhibition above about 12%
CCHF vOTU inh: CCHFV vOTU protease inhibition | AID 651958 | hit rate 0.55% among 370,000 | Pep-AMC fluorescence | inhibition, % at 11.5 µM; in the data active means inhibition above about 30%; further: 0% = vehicle wells with enzyme and 100% = no enzyme wells
BoNT A protease: blocks Botulinum neurotoxin A light chain protease. hit rate 0.17% among 360,000. multiplex microsphere protease substrate cleavage, flow cytometry. inhibition, % at 10 µM; further: plate controls were buffer without enzyme for full effect and enzyme alone for no effect
PfHsp40 yeast: compounds rescuing yeast from Plasmodium falciparum HSP40 toxicity. S. cerevisiae expressing PfHsp40, growth rescue, ATP luminescence. growth rescue, % at 12.5 µM. hit rate 0.68% among 340,000. AID 504582; in the data active means growth rescue above about 28%, passing the limit was not always enough; inconclusive means no clear call, values can overlap the other calls;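 further: yeast W303a lacking pdr1 and pdr3 grown in galactose medium; growth measured after three days at 30 °C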
TcdB GH inh: inhibitors of Clostridioides difficile toxin B glycohydrolase; P18177; TcdB glycohydrolase enzymatic assay, plate reader; inhibition, % at 9.99 µM; hit rate 0.24% among 350,000; AID 652162; in the data active means inhibition above about 10%
DUSP3 inh: DUSP3 (human) phosphatase inhibition. P51452. recombinant VHR phosphatase, pNPP absorbance. inhibition, % at 13.3 µM. hit rate 0.52% among 290,000; in the data active means inhibition above about 50%; further: some compounds called inactive have numbers as strong as hits
Target sequence (P51452 whole entry, looked up): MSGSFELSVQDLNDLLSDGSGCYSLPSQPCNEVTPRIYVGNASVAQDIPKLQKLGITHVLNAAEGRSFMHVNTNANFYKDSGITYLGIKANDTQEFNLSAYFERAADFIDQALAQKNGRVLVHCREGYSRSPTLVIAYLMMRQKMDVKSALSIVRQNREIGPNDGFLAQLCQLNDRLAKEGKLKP
The depositor's hits bear a star; & = joins results of further samples. Unless noted, no stated cut-off is given here; in the data, active means inhibition above about 30%; inconclusive means no clear call, values can overlap the other calls; inactive means below that. These rows are one share of the data, so the mix of outcomes need not match the whole.

For Cc1nn(C2CCCCC2)c(N)c1-c1ccccc1 the results were Yp Topo-I inh -11.8, PriA SSB inh 14.7, Anthrax LF inh2 inconclusive, BH1578 lux ind inactive, 3CLpro inhibitor -3.0, CCHF vOTU inh 0.7, BoNT A protease inconclusive, PfHsp40 yeast -1.4 and DUSP3 inh 35.9.
Screening CSc1ccc(-c2nc(CN3CCCCC3c3cccnc3)c(C)o2)cc1 (stereo unspecified) returned Yp Topo-I inh 25.0, PriA SSB inh 9.1, Anthrax LF inh2 -9.6, BH1578 lux ind -0.8, 3CLpro inhibitor 0.3, CCHF vOTU inh 32.2*, BoNT A protease -0.1, PfHsp40 yeast 0.7, TcdB GH inh 2.4 and DUSP3 inh 47.9.
`COc1ccccc1NS(=O)(=O)c1cccs1` gave Yp Topo-I inh 0.1, PriA SSB inh -13.9, Anthrax LF inh2 -2.4, BH1578 lux ind -0.2, 3CLpro inhibitor 0.1, CCHF vOTU inh -9.4, BoNT A protease -0.4, PfHsp40 yeast 2.9, TcdB GH inh 3.2 and DUSP3 inh 19.6.
Screening CCCC(=O)N(Cc1cc(=O)[nH]c2ccccc12)c1ccc(C)cc1C returned Yp Topo-I inh 0.2, PriA SSB inh -10.0, Anthrax LF inh2 -7.5, BH1578 lux ind -0.6, 3CLpro inhibitor 1.3, CCHF vOTU inh 21.5, BoNT A protease -0.4, PfHsp40 yeast 0.6, TcdB GH inh 0.5 and DUSP3 inh -6.7.
CN(C)CCNC(=O)c1csc(Nc2cccc3ccccc23)n1 was read as Yp Topo-I inh -10.2, PriA SSB inh 13.5, Anthrax LF inh2 -14.2, BH1578 lux ind -0.4, 3CLpro inhibitor 3.3, CCHF vOTU inh 0.7, BoNT A protease 5.6, PfHsp40 yeast -1.0, TcdB GH inh 0.0 and DUSP3 inh 11.4.
Screening Cc1nc2c(OCCC3CCCCC3)cccn2c1N(C)C(=O)CCC1CCCC1 returned Yp Topo-I inh 29.6, Anthrax LF inh2 -7.1, BH1578 lux ind -0.2, CCHF vOTU inh 17.2, BoNT A protease -0.2 and TcdB GH inh 0.9.
For CCCCNC(=O)NC12CC3CC(CC(C3)C1)C2 the results were Yp Topo-I inh 2.6, PriA SSB inh -2.1, Anthrax LF inh2 0.3, BH1578 lux ind 2.8, 3CLpro inhibitor 1.9, CCHF vOTU inh -15.6, BoNT A protease -1.4, PfHsp40 yeast 0.2, TcdB GH inh 2.6 and DUSP3 inh 5.6.
Screening O=[N+]([O-])c1ccc(COc2cccc(CN3CCCCC3)c2)cc1 returned Yp Topo-I inh -1.0, PriA SSB inh 4.0, Anthrax LF inh2 -7.9, BH1578 lux ind -2.8, CCHF vOTU inh 0.1, BoNT A protease -0.5, PfHsp40 yeast 1.4 and TcdB GH inh -0.3.
Screening O=C1C2CC=CCC2C(=O)N1Cc1nnc(-c2ccc(Cl)cc2)o1 (stereo unspecified) returned Yp Topo-I inh 7.5, PriA SSB inh -8.1, Anthrax LF inh2 -2.7, BH1578 lux ind -0.3, 3CLpro inhibitor 2.4, CCHF vOTU inh 3.5, BoNT A protease 0.8, PfHsp40 yeast -1.1, TcdB GH inh 2.7 and DUSP3 inh 21.8.
`COc1ccc(C(=O)N2CCN(c3ccc(C(C)=O)cc3)CC2)cc1S(=O)(=O)N1CCCC1` gave Yp Topo-I inh 7.6, PriA SSB inh -0.3, BH1578 lux ind 0.4, CCHF vOTU inh 7.0, PfHsp40 yeast 1.3 and TcdB GH inh 0.0.
For Cc1oc(S(=O)(=O)N(C)C)cc1C(=O)Nc1ccc(Cl)cc1 the results were Yp Topo-I inh -6.3, PriA SSB inh -15.9, Anthrax LF inh2 -1.6, BH1578 lux ind -0.7, 3CLpro inhibitor 0.7, CCHF vOTU inh 1.8, BoNT A protease 0.1, PfHsp40 yeast 0.7, TcdB GH inh 1.1 and DUSP3 inh 23.9.
CC(=O)N1CCc2cc(S(=O)(=O)NCCC(=O)NC3CCCCCC3)ccc21 was read as Yp Topo-I inh 1.2, PriA SSB inh -2.3, Anthrax LF inh2 0.5, BH1578 lux ind -0.4, 3CLpro inhibitor -5.8, CCHF vOTU inh -4.9, BoNT A protease 0.2, PfHsp40 yeast 0.6, TcdB GH inh -0.1 and DUSP3 inh 19.7.
Screening CC(C)(C)NC(=O)C(c1ccncc1)N(C(=O)Cn1nnc(-c2cccs2)n1)C1CCCCC1 (stereo unspecified) returned Yp Topo-I inh 4.8, PriA SSB inh 1.9, Anthrax LF inh2 0.5, BH1578 lux ind inactive, 3CLpro inhibitor 4.7, CCHF vOTU inh -4.1, BoNT A protease -0.5, PfHsp40 yeast -0.4 and DUSP3 inh 6.5.
`COc1ccc(C)cc1NC(=O)CSc1nc(=O)n(CCCN2CCOCC2)c2c1CCCC2` gave Yp Topo-I inh 16.6, PriA SSB inh 3.0, Anthrax LF inh2 -1.4, BH1578 lux ind -6.2, CCHF vOTU inh -9.9, BoNT A protease 1.8, PfHsp40 yeast -1.3 and TcdB GH inh 3.0.
CC(=O)C1C(c2ccc(OC(F)F)cc2)NC(=O)NC1(O)C(F)(F)F (stereo unspecified) was read as Yp Topo-I inh 4.4, PriA SSB inh -13.9, Anthrax LF inh2 3.9, BH1578 lux ind -0.3, 3CLpro inhibitor 4.1, CCHF vOTU inh 15.4, BoNT A protease 0.0, PfHsp40 yeast -1.4, TcdB GH inh 0.4 and DUSP3 inh 33.5.
Screening CC(C)c1nccn1S(=O)(=O)c1cc([N+](=O)[O-])ccc1Cl returned Yp Topo-I inh 1.4, PriA SSB inh -11.3, Anthrax LF inh2 2.5, BH1578 lux ind -0.3, 3CLpro inhibitor -0.6, CCHF vOTU inh -11.9, BoNT A protease 0.5, PfHsp40 yeast -0.6 and DUSP3 inh -7.2.
For COc1cc(CCC(=O)Nc2ccncc2Cl)cc(OC)c1OC the results were Yp Topo-I inh 5.2, PriA SSB inh -5.5, Anthrax LF inh2 0.9, BH1578 lux ind inactive, 3CLpro inhibitor -3.8, CCHF vOTU inh -11.6, BoNT A protease -3.9, PfHsp40 yeast -1.0, TcdB GH inh 0.2 and DUSP3 inh 6.4.
`CC(C)C[C@H](NC(=O)OC(C)(C)C)C(=O)N[C@@H](CO)[C@H](O)[C@@H]1C[C@@H]1C(=O)N1CCCC1` gave Yp Topo-I inh 1.5, PriA SSB inh -20.5, Anthrax LF inh2 -6.1, BH1578 lux ind 5.0, 3CLpro inhibitor -7.1, CCHF vOTU inh 9.3, BoNT A protease -0.1, PfHsp40 yeast 8.2, TcdB GH inh -0.5 and DUSP3 inh 24.4.
CCCCc1nc2n[nH]c(N)c2c2c1CCC2 was read as Yp Topo-I inh -2.5, PriA SSB inh 1.8, Anthrax LF inh2 6.8, BH1578 lux ind -0.7, 3CLpro inhibitor -1.6, CCHF vOTU inh 4.6, BoNT A protease 0.4, PfHsp40 yeast 0.2 and DUSP3 inh 24.4.
`Cc1ccc(C)c(Sc2ccc(NC(=O)CCl)cc2)c1` gave PriA SSB inh -1.7, 3CLpro inhibitor 3.5, CCHF vOTU inh -0.7, TcdB GH inh 0.2 and DUSP3 inh -1.0.
For COc1ccc(N2C[C@H](CSC)[C@@H](CC(=O)Nc3ccc(Br)cc3)C2=O)cc1 the results were Yp Topo-I inh 21.8, Anthrax LF inh2 -5.0, BH1578 lux ind inactive, CCHF vOTU inh 3.5, BoNT A protease -0.4 and TcdB GH inh 1.5.
For Cc1ccc(NC(=O)NC(=O)N(C(C)C)S(=O)(=O)c2ccc(C)cc2)cc1 the results were Yp Topo-I inh 2.8, PriA SSB inh 4.6&2.0, Anthrax LF inh2 -5.4, BH1578 lux ind inactive, 3CLpro inhibitor 3.8, CCHF vOTU inh -13.8, BoNT A protease 0.7, PfHsp40 yeast -0.6, TcdB GH inh -0.7 and DUSP3 inh -11.3.
`C[C@H](CO)N1C[C@H](C)[C@@H](CN(C)S(=O)(=O)c2ccc(F)cc2)Oc2ccc(NC(=O)Cc3cn(C)c4ccccc34)cc2C1=O` gave Yp Topo-I inh 20.0, PriA SSB inh 1.6, Anthrax LF inh2 -8.7, BH1578 lux ind -1.0, CCHF vOTU inh -0.5, BoNT A protease -0.2, PfHsp40 yeast 0.7 and TcdB GH inh -2.1.
`O=C(c1cc(-c2ccc(F)cc2)on1)N1CCCC1` gave Yp Topo-I inh -4.2, PriA SSB inh 0.0&-6.2, Anthrax LF inh2 -1.4, BH1578 lux ind inactive, 3CLpro inhibitor -4.8, CCHF vOTU inh 10.6, BoNT A protease -0.3, PfHsp40 yeast -0.4 and DUSP3 inh 4.6.
For Cc1ccccc1NC(=O)C(=O)NC(C)CCc1ccccc1 (stereo unspecified) the results were Yp Topo-I inh 12.5, PriA SSB inh -0.7, Anthrax LF inh2 -1.5, BH1578 lux ind -0.3, 3CLpro inhibitor -3.3, CCHF vOTU inh -1.8, BoNT A protease 0.4, PfHsp40 yeast 11.7, TcdB GH inh 0.0 and DUSP3 inh 13.7.
`CCc1ccc(CN2CC(C(=O)O)CC2=O)cc1` (stereo unspecified) gave Yp Topo-I inh -9.8, PriA SSB inh -12.3, Anthrax LF inh2 -2.0, BH1578 lux ind -4.2, 3CLpro inhibitor 1.6, CCHF vOTU inh -10.8, BoNT A protease -0.3, PfHsp40 yeast -0.6, TcdB GH inh -23.0 and DUSP3 inh 17.1.
`Cc1cccc(N=C2c3cc([N+](=O)[O-])ccc3-c3c2cc([N+](=O)[O-])cc3[N+](=O)[O-])c1` gave Yp Topo-I inh -21.3, PriA SSB inh 35.6, Anthrax LF inh2 -5.2, BH1578 lux ind inactive, CCHF vOTU inh -8.9, BoNT A protease 0.4, PfHsp40 yeast 7.5 and TcdB GH inh -0.4.
`O=C1COc2ccc(C(=O)C[n+]3cccc(O)c3)cc2N1` gave Yp Topo-I inh 0.8, PriA SSB inh 0.0, Anthrax LF inh2 -8.0, BH1578 lux ind -0.3, 3CLpro inhibitor -0.9, CCHF vOTU inh 0.2, BoNT A protease 0.0, PfHsp40 yeast 0.2, TcdB GH inh 1.2 and DUSP3 inh 22.8.
O=C(COC(=O)c1cncc(Br)c1)NC1CCCCCC1 was read as Yp Topo-I inh -7.1, PriA SSB inh -26.4, Anthrax LF inh2 25.2, BH1578 lux ind inactive, 3CLpro inhibitor 2.4, CCHF vOTU inh -0.1, BoNT A protease 31.2*, PfHsp40 yeast -2.3, TcdB GH inh -0.3 and DUSP3 inh 21.7.
COc1ccc(Nc2cc(C)nc(N3CCN(C(=O)c4ccc5c(c4)OCO5)CC3)n2)cc1 was read as Yp Topo-I inh 8.2, PriA SSB inh 0.9, Anthrax LF inh2 -0.5, BH1578 lux ind -1.0, CCHF vOTU inh -0.1, BoNT A protease 5.2, PfHsp40 yeast 0.7 and TcdB GH inh -1.2.
For CC(Cc1cccs1)NC(=S)Nc1ccc(Cl)c(Cl)c1 (stereo unspecified) the results were Yp Topo-I inh 1.1, PriA SSB inh -42.5, Anthrax LF inh2 -1.2, BH1578 lux ind inactive, 3CLpro inhibitor 0.7, CCHF vOTU inh 11.1, BoNT A protease 0.5, PfHsp40 yeast 9.3, TcdB GH inh -0.9 and DUSP3 inh -0.8.

In the list so far, these have two or more sulfur atoms:
`COc1ccccc1NS(=O)(=O)c1cccs1` gave Yp Topo-I inh 0.1, PriA SSB inh -13.9, Anthrax LF inh2 -2.4, BH1578 lux ind -0.2, 3CLpro inhibitor 0.1, CCHF vOTU inh -9.4, BoNT A protease -0.4, PfHsp40 yeast 2.9, TcdB GH inh 3.2 and DUSP3 inh 19.6.
For CC(Cc1cccs1)NC(=S)Nc1ccc(Cl)c(Cl)c1 (stereo unspecified) the results were Yp Topo-I inh 1.1, PriA SSB inh -42.5, Anthrax LF inh2 -1.2, BH1578 lux ind inactive, 3CLpro inhibitor 0.7, CCHF vOTU inh 11.1, BoNT A protease 0.5, PfHsp40 yeast 9.3, TcdB GH inh -0.9 and DUSP3 inh -0.8.
